From PubChem BioAssay
TDP1 inh = TDP1 (human) enzyme inhibition. Q9NUW8. recombinant TDP1, AlphaScreen DNA substrate cleavage. Potency, µM (highest dose often 130 µM), for the others: top-dose activity change, negative = inhibition, actives largely listed as inhibitors. 350,000 compounds, 0.28% hits; note: nearly all actives have a fitted effect of over 40% in size
Target sequence (Q9NUW8 whole entry, looked up): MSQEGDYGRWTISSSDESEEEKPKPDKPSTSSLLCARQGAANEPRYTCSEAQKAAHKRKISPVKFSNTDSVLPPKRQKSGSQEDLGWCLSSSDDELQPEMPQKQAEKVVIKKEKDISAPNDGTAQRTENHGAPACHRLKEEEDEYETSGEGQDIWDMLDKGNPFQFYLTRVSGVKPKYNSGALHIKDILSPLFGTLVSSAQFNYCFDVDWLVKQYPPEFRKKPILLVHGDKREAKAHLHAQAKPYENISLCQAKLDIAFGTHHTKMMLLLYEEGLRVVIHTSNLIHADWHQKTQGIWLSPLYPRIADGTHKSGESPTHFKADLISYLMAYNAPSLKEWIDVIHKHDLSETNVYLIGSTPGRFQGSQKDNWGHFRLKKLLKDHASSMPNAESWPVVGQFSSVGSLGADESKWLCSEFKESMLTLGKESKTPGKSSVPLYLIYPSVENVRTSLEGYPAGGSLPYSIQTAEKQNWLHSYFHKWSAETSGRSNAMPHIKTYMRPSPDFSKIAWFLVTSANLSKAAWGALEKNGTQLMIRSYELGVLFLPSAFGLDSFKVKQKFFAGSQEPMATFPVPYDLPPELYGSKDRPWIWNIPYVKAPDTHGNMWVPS
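E. coli-derived human Tdp1, 1 nM final. Cpd preinc 15 min RT; substrate 15 nM final, 5 min RT; AS bead mix 10 ug/ml final, 10 min RT. Signal loss = tyrosine-FITC cleavage. No-enzyme wells = max signal.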
N370S GC = inhibits or activates N370S mutant glucocerebrosidase; P04062; N370S GC spleen homogenate, 4MU-glucoside fluorescence; 330,000 compounds, 0.092% hits; Potency, µM (titrated, usually from 59.4 µM), for the others: at the highest dose activity change, negative = inhibition, most hits filed as inhibitors;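 note: 0% = full enzyme activity and -100% = no enzyme basal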
FEN1 inh = inhibitors of human flap endonuclease 1 | P39748 | Recombinant FEN1 flap cleavage, fluorescence, 15 min | Potency, µM (top dose mostly 114 µM), inactives show at the highest dose activity change, negative = inhibition, most hits filed as inhibitors | 390,000 compounds, 0.35% hits | AID 588795; note: nearly all actives have a fitted effect of over 65% in size
Target sequence (P39748 whole entry, looked up): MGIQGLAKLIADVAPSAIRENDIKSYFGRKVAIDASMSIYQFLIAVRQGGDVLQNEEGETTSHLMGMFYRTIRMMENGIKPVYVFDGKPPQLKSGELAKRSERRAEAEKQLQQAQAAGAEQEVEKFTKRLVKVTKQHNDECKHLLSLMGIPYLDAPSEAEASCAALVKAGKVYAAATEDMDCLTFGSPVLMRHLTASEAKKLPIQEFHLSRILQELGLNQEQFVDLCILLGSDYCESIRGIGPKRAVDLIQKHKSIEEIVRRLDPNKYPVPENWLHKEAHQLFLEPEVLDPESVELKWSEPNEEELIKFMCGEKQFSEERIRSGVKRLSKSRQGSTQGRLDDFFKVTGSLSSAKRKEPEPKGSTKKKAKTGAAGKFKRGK
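Reaction started by adding substrate (50 nM final) to 10 nM enzyme after 15 min room-temperature compound preincubation. Reads at 0 and 15 min, with data normalized and fitted to a four-parameter Hill equation.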
An asterisk follows results filed as active; ? = inconclusive; . = no result given; [ ] = dose if it differs, or a comment. Calls come from the whole dose curve; as a rule, active = well fitted curve in the direction sought with a large enough effect; inconclusive = small, poorly fitted or top-dose-only effect, or another doubt; inactive = no such curve, though single readings can be large; an effect the other way counts as inactive or inconclusive. Unless noted, % is set by controls: 0 for no effect and ±100 for the full control effect; potency is the fitted concentration of half-maximal effect.

compound	TDP1 inh	N370S GC	FEN1 inh
CC1CN(S(=O)(=O)c2ccc(C(=O)Nc3nnc(-c4ccc5c(c4)CCCC5)o3)cc2)CC(C)O1 (stereo not drawn)	9.8%	2.9%	-5.5%
O=C(NCc1ccco1)c1ccc2c(c1)C(=O)c1ccccc1-2	2.2%	0.8%	-7.9%
COc1cc(-c2noc(C)c2C(=O)NCCCn2ccnc2)cc(OC)c1OC	0.9%	.	18.0%
CC(C)(C)c1ccc(-c2nnc(SC3CCOC3=O)n2Cc2ccccc2)cc1 (stereo not drawn)	2.6%	6.1%	-17.4%
Cc1ccc(NC(=O)CCc2c(C)nc3cc(-c4ccccc4)nn3c2C)cc1F	8.1%	.	-7.2%
COCCN(C(=O)COC(=O)C(c1ccccc1)c1ccccc1)c1c(N)n(Cc2ccccc2)c(=O)[nH]c1=O	3.3%[0.505 µM]	1.3%	-5.1%
O=C(Nc1ccccc1-c1nc2ccccc2s1)c1ccc(Br)o1	-2.8%	.	2.4%
Cc1ccc(Cn2ccn(Cc3cccc(C(F)(F)F)c3)c(=O)c2=O)cc1	2.6%	.	-12.5%
COc1ccc(-c2nnc(SCC(=O)Nc3ncc(C)s3)n2-c2ccccc2)cc1OC	3.0%	-12.8%	10.9%
CCOC(=O)N1CCN(CC(=O)c2ccc3c(c2)CCN3)CC1	1.0%	11.2%	6.4%
COC(=O)/C=C1\N/C(=N\c2nc(C)cc(C)n2)N(c2ccc(Cl)cc2)C1=O	0.0%	-2.5%	-11.4%
O=S(=O)(Nc1cccc(-c2ccc3nncn3n2)c1)c1cccc(F)c1	-8.2%	-9.9%	6.2%
CCc1ccccc1NC(=O)CN1C(=O)C2CCCN2c2ncc(Cl)cc21 (stereo not drawn)	0.0%	-6.0%	-10.8%
O=C(NNC1=Nc2ccccc2SC1)c1ccc(Cl)cc1	.	-6.8%	6.9%
CC(=O)c1ccc(NC(=O)Nc2cccnc2)cc1	3.4%	-14.9%	-4.9%
O=c1[nH]c2cc3c(cc2cc1CN(CCCO)Cc1nnnn1Cc1ccc(F)cc1)OCO3	0.0%	5.8%	-7.7%
COC(=O)CCCC1=CC2=CC(=O)C(C)(OC(=O)c3cccs3)C(=O)C2=CN1C1CCCC1 (stereo not drawn)	6.8%[12.3 µM]	-1.1%[12.8 µM]	10.4%
NC(=O)c1ccccc1OCc1nc2ccccc2s1	.	8.6%	3.0%
O=C(Cn1nnc(-c2ccccc2)n1)Nc1ccc2c(c1)OCO2	7.0%	-11.5%	-0.2%
CCCCCCOc1ccc(C(=O)O)cc1C#N	0.0%	-0.4%	0.1%
CCCCOC(=O)c1ccc(NS(=O)(=O)c2c(C)nc3scc(C)n3c2=O)cc1	2.5%	.	-16.2%
S=C(NCc1ccco1)Nc1ccc2c(c1)OCCO2	2.6%	0.9%	4.1%
CC(C)(C)c1cc(NC(=O)COC(=O)c2nccnc2N)n(-c2ccccc2)n1	0.8%[56.1 µM]	?	-0.6%
COc1ccc(NCC(=O)Nc2cccc(S(=O)(=O)N3CCCC3)c2)cc1Cl	6.1%	.	-15.0%
COC(=O)c1c(NC(NC(=O)C(C)C)C(Cl)(Cl)Cl)sc2c1CCCC2 (stereo not drawn)	0.0%	3.3%	0.0%
O=C(NCc1ccco1)C(=S)N1CCCC1	0.0%	-1.2%	-1.6%
COc1ccc(-c2csc3ncnc(Nc4ccc(O)cc4)c23)cc1	.	2.1%	12.3%
CCn1cc(C2=NOC(C(=O)Nc3cc(OC)c(Cl)cc3OC)C2)c(C)n1 (stereo not drawn)	1.0%	3.1%	9.3%
CCc1ccc(/C=C2\CN(CC)Cc3c2nc2ccccc2c3C(=O)O)cc1	5.9%	1.1%	-4.2%
Cc1nnc(SCC(=O)Nc2ccccc2F)n1Cc1ccco1	.	13.8%	-0.7%
Cc1cc(NS(C)(=O)=O)c(=O)n(Cc2c(F)cccc2Cl)c1	.	4.3%	-1.9%
COc1cc(NC(=O)c2cccc(Cl)c2)ccc1NC(=O)c1cccs1	4.9%	9.5%	-5.8%

Next section; it opens with the five that closed the last part.
compound	TDP1 inh	N370S GC	FEN1 inh
CCn1cc(C2=NOC(C(=O)Nc3cc(OC)c(Cl)cc3OC)C2)c(C)n1 (stereo not drawn)	1.0%	3.1%	9.3%
CCc1ccc(/C=C2\CN(CC)Cc3c2nc2ccccc2c3C(=O)O)cc1	5.9%	1.1%	-4.2%
Cc1nnc(SCC(=O)Nc2ccccc2F)n1Cc1ccco1	.	13.8%	-0.7%
Cc1cc(NS(C)(=O)=O)c(=O)n(Cc2c(F)cccc2Cl)c1	.	4.3%	-1.9%
COc1cc(NC(=O)c2cccc(Cl)c2)ccc1NC(=O)c1cccs1	4.9%	9.5%	-5.8%
Cc1nc(NC(=O)COC(=O)C2CC3CCCC(C2)C3=O)c(Cl)cc1Cl (stereo not drawn)	-0.1%	.	2.4%
COc1ccccc1N/C(=N/S(=O)(=O)c1ccc(Cl)cc1)c1ccccc1	2.6%	23.3%	-19.3%
COc1ccc(OC)c(NC(=O)CNC(=O)Cn2cnc3ccccc3c2=O)c1	2.2%	-0.7%	0.1%
COc1ccccc1CCNC(=O)C(=O)NCC1OCCN1S(=O)(=O)c1cc(F)ccc1F (stereo not drawn)	.	-2.5%	2.7%
CCN(C(=O)Cc1c(C(=O)O)[nH]c2ccccc12)c1cc(OC)ccc1OC	8.2%	1.5%	3.2%
Cc1ccc(C)c(NC(=O)C2CCN(c3nn4c(=O)cc(C)nc4s3)CC2)c1	0.0%	.	18.1%
COc1ccc(CNC(=O)Cn2cc(C(F)(F)F)ccc2=O)cc1	2.7%	9.9%	-4.8%
Cc1ccc(C(=O)NC2CCN(S(=O)(=O)c3ccccc3F)CC2)cc1	.	5.5%	7.2%
Cc1ccc(C(C(=O)NC2CCCC2)N(C(=O)CCC(=O)Nc2cc(C)on2)c2ccccc2)cc1 (stereo not drawn)	-5.0%	-0.1%	-1.3%
C/C(=N\NC(=S)NC(C)C)c1ccccc1OC(F)F	2.7%	-3.5%	-18.0%
CCOC(=O)c1c(C)[nH]c(C)c1C(=O)COC(=O)COc1ccc(Cl)c(C)c1	4.0%	0.5%	-15.6%
Cc1noc(C)c1C(=O)OCC(=O)c1c[nH]c2ccccc12	9.6%	-3.3%	-19.6%
O=CN/C=C/c1cc(F)cc(F)c1F	5.6%	-1.6%	.
CCN(CC)C(=O)c1scc2c1OCCO2	6.9%	10.3%	4.5%
Cc1cccc(NC(=O)/C(C#N)=C/c2ccc(C)o2)c1	1.9%[2.28 µM]	.	9.8%
Cc1ccc(N(Cc2ccc(C(=O)NCC3CCCO3)cc2)S(C)(=O)=O)cc1C (stereo not drawn)	-1.2%	0.6%	4.4%
COc1cc(NS(=O)(=O)c2ccc3c(c2)CCN3S(C)(=O)=O)cc(OC)c1	5.5%	.	5.7%
O=C(Nc1cccc(Cl)c1)N1CCSc2ccccc21	1.2%	.	10.0%
O=C(Nc1ccc2ccccc2n1)c1ccccc1	.	3.4%	7.5%
Cc1ccn2c(=O)nc(SCC(=O)NCc3ccco3)nc2c1	.	6.5%	9.8%
Cc1ccc(C(O)C2=CCCC2=O)cc1 (stereo not drawn)	6.9%	3.1%	.
O=C1/C(=C/c2cccs2)Cc2ccccc21	2.7%	7.6%	-8.8%
NC(=O)CC(NC(=O)Cc1ccc(Br)cc1)c1ccc(NC2CCC2)c([N+](=O)[O-])c1 (stereo not drawn)	3.8%	-27.4%	-6.7%
CC(C)(CNC(=O)c1cccc(S(=O)(=O)NCc2ccccc2)c1)N1CCOCC1	0.0%	-0.5%	-0.3%
CC(NC(=O)c1cc(F)c(F)cc1Cl)C1CC2CCC1C2 (stereo not drawn)	0.0%	-9.3%	-12.3%
O=C(c1ccccc1F)N1CCN(S(=O)(=O)c2ccc3c(c2)OCCO3)CC1	2.5%	-4.6%	-4.2%
Cc1ccc(-c2noc(CNC(=O)c3ccccc3)n2)cc1	3.7%	.	-4.6%
NC(=O)CSc1nnc(COc2ccccc2)n1Cc1ccco1	-3.6%	3.3%	4.2%
C=CCN1C(=O)/C(=C\c2ccc(Oc3nc(N4CCOCC4)nc(N4CCOCC4)n3)c(OC)c2)SC1=S	3.7%	-5.7%	9.6%
CCOc1ccccc1C(=O)N[C@H](C(=O)NNC(=O)c1cccs1)C(C)C	0.4%	.	2.5%
CC1(C)CC2(CCO1)OC(=O)CC2C(=O)Nc1ccc(Br)cc1 (stereo not drawn)	4.7%	12.2%	11.2%
O=C(Nc1ccc(C(=O)NN2C(=O)c3ccccc3C2=O)cc1)c1ccccc1	0.0%	-5.4%	13.8%
COc1ccccc1NC(=O)CN1CCN(c2ccccc2F)CC1	-1.1%	-2.3%	-8.3%
Cc1cc(NC(=O)C(C)SCC(=O)Nc2cc(C(F)(F)F)ccc2N2CCOCC2)no1 (stereo not drawn)	6.2%	0.1%	-14.5%
CCN(CC)CCN(C(=O)c1ccc2c(c1)OCCO2)c1nc2c(Cl)cccc2s1	8.9%	-17.7%	-1.0%
Cc1ccc(CSc2nc3ccccc3c3nc(CCn4c(C)nc5ccccc54)nn23)cc1	5.4%	.	-4.9%
Cc1cccc(COCC(CC(C)C)N2CCN(C(=O)c3ccc(C(F)(F)F)cc3)CCC2=O)c1 (stereo not drawn)	2.7%	-7.7%	1.0%
COc1cccc(C2/C(=C(\O)c3ccc4c(c3)OCCO4)C(=O)C(=O)N2CCCn2ccnc2)c1 (stereo not drawn)	4.9%	-15.7%	-2.7%
COc1ccc(-c2c(C)nn3c(N4CCN(c5ccccc5)CC4)cc(C)nc23)cc1OC	6.9%	.	-0.5%
CN(NC1OC(=O)c2ccccc21)c1ccccc1[N+](=O)[O-] (stereo not drawn)	2.9%	-4.0%	1.3%
COc1ccc(NC(=O)Cn2c(=O)n(-c3ccccc3)c(=O)c3oc4ccccc4c32)c(OC)c1	4.5%	-3.2%	1.2%
CC1CCN(S(=O)(=O)c2ccc3c(c2)N(CC(=O)NCc2cccnc2)C(=O)CS3)CC1	2.6%	10.3%	6.7%
CCn1nc(NC(=O)COC)c2cc3cccc(C)c3nc21	.	4.8%	-22.5%
CCCCN(C)C1CCN(C(=S)Nc2ccc(OCC)cc2)CC1	2.6%	-5.8%	11.5%
O=C1CSC(=Nc2cccc(C(=O)O)c2)N1	.	-4.1%	-5.9%
Cc1ccc(Cc2nnc3n(-c4ccccc4)nc(C(=O)c4ccccc4)n3c2=O)cc1	10.3%[56.1 µM]	7.8%	0.2%
CCOc1ccc(C2=Nn3c(nnc3-c3cccnc3)SC2)cc1	7.0%	-8.6%	-1.8%
CC(C)CC(NC(=O)OC(C)(C)C)C(=O)NC(C(=O)N1CCCC1C(N)=O)C(C)C (stereo not drawn)	0.0%	-2.2%	9.2%
COc1ccc(/C=N/Nc2ccc([N+](=O)[O-])cc2)cc1Cn1cc([N+](=O)[O-])cn1	6.1%	-7.0%	-0.8%
O=C(CC1C(=O)NCCN1Cc1ccccc1C(F)(F)F)NCCn1cccn1 (stereo not drawn)	-2.6%	19.8%	-0.5%
COc1ccc(N(CC(=O)N2c3ccccc3CC2C)S(=O)(=O)c2c(C)nn(C)c2C)cc1 (stereo not drawn)	3.7%	4.8%	17.2%
O=C(Nc1cccnc1)c1ccc2c(c1)OCO2	3.1%	-8.0%	14.0%
Cc1ccc2oc(-c3ccc(C)c(NC(=O)c4ccc(C(C)(C)C)cc4)c3)nc2c1	1.9%	.	34.5%
COc1ccc(NC(=O)CSc2cc(-c3ccccc3)nc(C)n2)cc1	4.7%	.	4.0%
COC(=O)c1sccc1OCc1cccc(OC)c1	-1.2%	-1.7%	13.0%
Cc1ccc(Cn2c(SCc3ccc(C(=O)N4CCCCC4)cc3)nc3ccncc32)cc1	7.6%	.	5.7%

The listing continues:
compound	TDP1 inh	N370S GC	FEN1 inh
CN(C)S(=O)(=O)c1ccc(C(=O)Nc2cc3c(cc2C(=O)O)OCCCO3)cc1	9.2%	-6.6%	-1.8%
[O-]/[N+](=C/c1ccco1)c1ccccc1	3.2%	-1.1%	-4.4%
Cc1onc(-c2ccccc2)c1C(=O)NC(C)CCc1ccccc1 (stereo not drawn)	4.9%	-11.6%	-0.4%
Cc1cccnc1NC(=S)NCCc1ccccc1	9.9%	17.3%	-5.8%
CN1CCN(c2ccc(S(=O)(=O)N3CCCCC3)cc2NC(=O)COc2ccc(F)cc2)CC1	-5.1%	-2.9%	-4.1%
